Screening data as filed in PubChem BioAssay.
M4 antag – human M4 muscarinic receptor antagonists, primary screen, CHO cells, Fluo-8 calcium fluorescence; Muscarinic acetylcholine receptor M4 (Homo sapiens), P08173; 360,000 tested, 0.73% active; AID 624125, 2012; inhibition, % at 3 µM; CHO-hM4 cells, ACh EC80;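 active means inhibition above its plate's cutoff, the mean inhibition of sample wells plus 3 SD, cut at about 27% in these data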;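 further: 0% = acetylcholine EC80 with DMSO and 100% = DMSO without agonist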
Target sequence (P08173 whole entry, looked up): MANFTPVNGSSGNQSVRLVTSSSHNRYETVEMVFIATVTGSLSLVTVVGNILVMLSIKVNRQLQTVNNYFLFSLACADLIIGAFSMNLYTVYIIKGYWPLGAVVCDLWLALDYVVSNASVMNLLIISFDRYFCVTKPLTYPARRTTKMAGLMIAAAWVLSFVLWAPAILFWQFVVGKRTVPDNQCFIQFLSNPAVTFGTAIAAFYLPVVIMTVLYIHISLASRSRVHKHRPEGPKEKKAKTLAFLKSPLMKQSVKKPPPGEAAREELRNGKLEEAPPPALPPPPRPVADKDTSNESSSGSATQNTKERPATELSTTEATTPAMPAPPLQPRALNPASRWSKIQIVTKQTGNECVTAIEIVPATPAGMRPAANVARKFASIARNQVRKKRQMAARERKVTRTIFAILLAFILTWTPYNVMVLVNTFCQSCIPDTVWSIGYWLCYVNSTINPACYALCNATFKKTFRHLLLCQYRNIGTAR
CHO-K1 Ca PAM – nonselective calcium activators in parental CHO-K1 cells, primary screen, counter-screen for M1 PAM project, cell-based, Fluo-8 calcium fluorescence, full deck, 1536-well. activation, % at 3 µM. AID 602247, 2012. 360,000 tested, 0.02% active. ATP EC20; 0% at ATP EC20, 100% at ATP max;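 active means activation above the run cutoff, the mean activation of all test compounds plus 3 SD, cut at about 40% in these data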;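 further: peak over basal fluorescence ratio in a 140 s read after ATP addition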
M5 PAM – human M5 muscarinic receptor positive allosteric modulators, primary screen, CHO-K1 cells, Fluo-8 calcium fluorescence | Muscarinic acetylcholine receptor M5 (Homo sapiens), P08912 | CHO-K1 hM5, ACh EC20 PAM; 0% = ACh EC20, 100% = ACh EC100 | activation, % at 3 µM | 360,000 tested, 0.3% active;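 active means activation above the run cutoff, the mean activation of all test compounds plus 3 SD, cut at about 18% in these data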
Target sequence (P08912 whole entry, looked up): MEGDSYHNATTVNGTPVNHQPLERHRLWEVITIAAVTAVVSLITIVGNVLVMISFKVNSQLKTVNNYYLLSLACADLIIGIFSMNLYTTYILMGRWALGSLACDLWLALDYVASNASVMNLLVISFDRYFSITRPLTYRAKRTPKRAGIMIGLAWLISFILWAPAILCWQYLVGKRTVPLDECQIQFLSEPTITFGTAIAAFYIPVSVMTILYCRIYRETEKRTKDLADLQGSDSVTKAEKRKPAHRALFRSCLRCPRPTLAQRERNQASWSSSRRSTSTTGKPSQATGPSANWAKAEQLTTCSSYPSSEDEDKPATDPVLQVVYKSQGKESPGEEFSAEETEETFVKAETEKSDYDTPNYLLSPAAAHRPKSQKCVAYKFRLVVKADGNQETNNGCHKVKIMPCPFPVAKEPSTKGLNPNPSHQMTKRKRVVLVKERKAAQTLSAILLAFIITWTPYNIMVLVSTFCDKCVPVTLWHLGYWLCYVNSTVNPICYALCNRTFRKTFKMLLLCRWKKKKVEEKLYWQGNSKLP
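system = human M5 receptor in CHO-K1 cells | reagent = EC20 acetylcholine as agonist stimulus | compound dosing = single-point, 3 µM nominal | incubation = Fluo-8 loading 80 min at 37 °C plus 30 min room temperature | detection = Fluo-8 calcium dye fluorescence, kinetic read | benchmarks = low control EC20 acetylcholine (0%), high control EC100 acetylcholine (100%)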
M4 PAM – human M4 muscarinic receptor positive allosteric modulators, primary screen, CHO-K1 cells, Fluo-8 calcium fluorescence | Muscarinic acetylcholine receptor M4 (Homo sapiens), P08173 | CHO-K1 hM4/Gqi5, ACh EC20; 0% = ACh EC20, 100% = maximal ACh | activation, % at 3 µM | 360,000 tested, 0.4% active;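 active means activation above its plate's cutoff, the mean activation of sample wells plus 3 SD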; further: some results filed as inactive read as strong as hits
M4 ag – human M4 muscarinic receptor agonists, primary screen, CHO-K1 cells, Fluo-8 calcium fluorescence. CHO-K1 hM4/Gqi5; vehicle 0%, full acetylcholine response 100%. activation, % at 3 µM. 360,000 tested, 0.14% active;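 active means activation above the run mean over all test wells plus 3 SD, cut at about 32% in these data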;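 further: peak over basal fluorescence ratio per well then scaled between controls; 0% = DMSO wells and 100% = acetylcholine at EC100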
CHO-K1 Ca antag – M1 antagonist counterscreen hit in parental CHO-K1 cells. ATP-induced calcium, Fluo-8 fluorescence. 360,000 tested, 0.6% active. inhibition, % at 3 µM;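 active means inhibition above a per-plate cutoff, the plate's mean sample inhibition plus 3 SD, cut at about 24% in these data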;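 further: 0% = DMSO plus EC80 ATP and 100% = DMSO alone without ATP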
M1 ag parental – counter-screen for M1 agonists: effect in parental CHO-K1 cells. AID 602248, 2012. activation, % at 3 µM. Fluo-8 calcium fluorescence; scaled to maximal ATP response, vehicle zero. 360,000 tested, 0.48% active; in the data active means activation above about 15%;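 further: untransfected CHO-K1 host cells lacking M1 receptor as counterscreen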
M5 antag – human M5 muscarinic receptor antagonists, primary screen, CHO cells, Fluo-8 calcium fluorescence. CHO-hM5 cells, ACh EC80. inhibition, % at 3 µM. 360,000 tested, 0.59% active. AID 624040, 2012;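 active means inhibition above a per-plate cutoff, the mean of that plate's test compounds plus 3 SD, cut at about 27% in these data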;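 further: 0% = acetylcholine EC80 with DMSO and 100% = DMSO without agonist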
CHRM5 agonist – human M5 muscarinic receptor agonists, primary screen, CHO-K1 cells, Fluo-8 calcium fluorescence | activation, % at 3 µM | 360,000 tested, 0.19% active | Muscarinic acetylcholine receptor M5 (Homo sapiens), P08912 | AID 624037, 2012 | CHO-K1 hM5 cells; 0% DMSO wells, 100% maximal acetylcholine response;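 active means activation above the run's mean over test compounds plus 3 SD, cut at about 23% in these data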;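 further: signal is peak over basal fluorescence ratio across the kinetic read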
* = called active by the depositor.

Screening CCc1ccc(Sc2cc(C(=O)NCCN3CCOCC3)c3ccccc3n2)cc1 returned M4 antag -10.4, CHO-K1 Ca PAM 12.3, M5 PAM -9.3, M4 PAM -4.9, M4 ag 9.8, CHO-K1 Ca antag 5.5, M1 ag parental 3.9, M5 antag 8.8 and CHRM5 agonist 1.6.
For COc1ccc(CN2CCNC(=O)C2CC(=O)N2CCCN(C(C)=O)CC2)c(OC)c1 (centres undefined) the results were M4 antag -6.1, CHO-K1 Ca PAM -5.2, M5 PAM 6.7, M4 PAM -0.3, M4 ag 0.8, CHO-K1 Ca antag -3.0, M1 ag parental 7.2, M5 antag -15.9 and CHRM5 agonist 0.4.
CCc1ccc(Oc2coc3cc(OCC(=O)Nc4cc(C)ccc4C)ccc3c2=O)cc1 was read as M4 antag 7.6, CHO-K1 Ca PAM -7.2, M5 PAM -3.2, M4 PAM 1.3, M4 ag 1.2, CHO-K1 Ca antag 3.8, M1 ag parental 0.0, M5 antag 4.6 and CHRM5 agonist -0.8.
Screening CC1CN(C)C(C)C/C1=N\Oc1ccc([N+](=O)[O-])cc1 (centres undefined) returned M4 antag 3.0, CHO-K1 Ca PAM -4.6, M5 PAM 10.7, M4 PAM 6.2, M4 ag 1.0, CHO-K1 Ca antag 1.1, M1 ag parental 0.4, M5 antag -18.2 and CHRM5 agonist -9.0.
`CCOC(=O)C1=C(CC)Nc2ccccc2N=C1NC(=O)Cn1cnc2ccccc2c1=O` gave M4 antag 11.4, CHO-K1 Ca PAM 5.9, M5 PAM -4.6, M4 PAM -10.6, M4 ag -0.3, CHO-K1 Ca antag -8.4, M1 ag parental -0.2, M5 antag 4.0 and CHRM5 agonist 0.7.
`CCn1cnc2cc(NCc3cccs3)ccc21` gave M4 antag -3.9, CHO-K1 Ca PAM 6.7, M5 PAM 4.5, M4 PAM 2.0, M4 ag 1.5, CHO-K1 Ca antag -3.2, M1 ag parental 0.5, M5 antag 7.5 and CHRM5 agonist -5.0.
`CC1CCN(C(=O)CSc2nnc(CNC(=O)COc3ccc(Cl)cc3)o2)CC1` gave M4 antag -11.4, CHO-K1 Ca PAM 19.2, M5 PAM 0.1, M4 PAM 0.6, M4 ag 2.1, CHO-K1 Ca antag -22.6, M1 ag parental 1.1, M5 antag 2.2 and CHRM5 agonist -8.1.
For N#CCSc1nc2sccc2c(=O)n1-c1ccccc1 the results were M4 antag 6.3, CHO-K1 Ca PAM -2.1, M5 PAM -2.1, M4 PAM -1.3, M4 ag -0.1, CHO-K1 Ca antag -8.5, M1 ag parental 0.5, M5 antag 6.8 and CHRM5 agonist -2.8.
`COc1ccc2nc(/N=C/c3c(C)[nH]n(-c4ccc(C)cc4C)c3=O)sc2c1` gave M4 antag 7.1, CHO-K1 Ca PAM 0.7, M5 PAM -2.0, M4 PAM 1.3, M4 ag -0.2, CHO-K1 Ca antag 1.5, M1 ag parental 0.0, M5 antag -0.5 and CHRM5 agonist -0.8.
For CCOCCCNC(=O)CN(c1cc([N+](=O)[O-])ccc1OC)S(C)(=O)=O the results were M4 antag -10.3, CHO-K1 Ca PAM 17.7, M5 PAM 5.3, M4 PAM 19.9, M4 ag 1.3, CHO-K1 Ca antag -3.6, M1 ag parental 1.1, M5 antag 0.5 and CHRM5 agonist 1.7.
`COc1ccccc1C(=O)N/N=C(\C)CC(=O)Nc1ccc(Cl)cn1` gave M4 antag -2.9, CHO-K1 Ca PAM -9.2, M5 PAM 7.8, M4 PAM -4.7, M4 ag 0.2, CHO-K1 Ca antag 10.6, M1 ag parental 11.5, M5 antag -1.4 and CHRM5 agonist -1.7.
`COc1ccccc1CNc1nc(=S)[nH]c2cc(OC)c(OC)cc12` gave M4 antag 19.2, CHO-K1 Ca PAM 15.5, M5 PAM -5.2, M4 PAM -10.6, M4 ag 6.7, CHO-K1 Ca antag -1.4, M1 ag parental 0.9, M5 antag 1.2 and CHRM5 agonist -0.3.
COc1ccc(C(C)=O)cc1COC(=O)CCNS(=O)(=O)c1ccc(C)cc1 was read as M4 antag 3.3, CHO-K1 Ca PAM 20.6, M5 PAM 0.2, M4 PAM -3.1, M4 ag 4.2, CHO-K1 Ca antag -5.9, M1 ag parental 0.8, M5 antag 8.3 and CHRM5 agonist 0.5.
`NC(=O)COC(=O)CC12CC3CC(CC(Br)(C3)C1)C2` gave M4 antag -0.4, CHO-K1 Ca PAM 16.0, M5 PAM -1.1, M4 PAM 3.7, M4 ag 0.3, CHO-K1 Ca antag -15.2, M1 ag parental 0.2, M5 antag 0.2 and CHRM5 agonist -0.1.
NC(Cc1ccccc1)c1csc(NC(=O)c2cccc(OC(F)(F)F)c2)n1 (centres undefined) was read as M4 antag -1.5, CHO-K1 Ca PAM 11.0, M5 PAM 4.8, M4 PAM 1.6, M4 ag 9.1, CHO-K1 Ca antag 4.0, M1 ag parental 6.5, M5 antag 3.0 and CHRM5 agonist 4.2.

Taken from the entries so far for reference:
Screening CCc1ccc(Sc2cc(C(=O)NCCN3CCOCC3)c3ccccc3n2)cc1 returned M4 antag -10.4, CHO-K1 Ca PAM 12.3, M5 PAM -9.3, M4 PAM -4.9, M4 ag 9.8, CHO-K1 Ca antag 5.5, M1 ag parental 3.9, M5 antag 8.8 and CHRM5 agonist 1.6.
For COc1ccc(CN2CCNC(=O)C2CC(=O)N2CCCN(C(C)=O)CC2)c(OC)c1 (centres undefined) the results were M4 antag -6.1, CHO-K1 Ca PAM -5.2, M5 PAM 6.7, M4 PAM -0.3, M4 ag 0.8, CHO-K1 Ca antag -3.0, M1 ag parental 7.2, M5 antag -15.9 and CHRM5 agonist 0.4.

Grouped by structure, the entries above with a Cl atom.
`CC1CCN(C(=O)CSc2nnc(CNC(=O)COc3ccc(Cl)cc3)o2)CC1` gave M4 antag -11.4, CHO-K1 Ca PAM 19.2, M5 PAM 0.1, M4 PAM 0.6, M4 ag 2.1, CHO-K1 Ca antag -22.6, M1 ag parental 1.1, M5 antag 2.2 and CHRM5 agonist -8.1.
`COc1ccccc1C(=O)N/N=C(\C)CC(=O)Nc1ccc(Cl)cn1` gave M4 antag -2.9, CHO-K1 Ca PAM -9.2, M5 PAM 7.8, M4 PAM -4.7, M4 ag 0.2, CHO-K1 Ca antag 10.6, M1 ag parental 11.5, M5 antag -1.4 and CHRM5 agonist -1.7.

Other results follow.
Cc1cccc(Cl)c1OCCCN1CCOCC1 was read as M4 antag -7.5, CHO-K1 Ca PAM 6.3, M5 PAM 0.5, M4 PAM 0.7, M4 ag 0.8, CHO-K1 Ca antag -8.0, M1 ag parental 0.3, M5 antag -0.1 and CHRM5 agonist -2.7.
`CC(c1ccccc1)n1cc(C(=O)NCc2cccnc2)nn1` (centres undefined) gave M4 antag -5.8, CHO-K1 Ca PAM 15.6, M5 PAM 5.9, M4 PAM 12.2, M4 ag -0.1, CHO-K1 Ca antag -5.9, M1 ag parental 0.0, M5 antag -1.6 and CHRM5 agonist -3.4.
Cc1ccc(S(=O)(=O)N2CCN(C(=O)c3ccccc3)C2)cc1[N+](=O)[O-] was read as M4 antag 2.1, CHO-K1 Ca PAM 24.0, M5 PAM 2.1, M4 PAM 0.2, M4 ag 1.2, CHO-K1 Ca antag -6.2, M1 ag parental 3.4, M5 antag 2.2 and CHRM5 agonist -2.6.
Screening CN(C)C(=O)c1sccc1Oc1ccc(F)cc1[N+](=O)[O-] returned M4 antag -5.3, CHO-K1 Ca PAM 8.8, M5 PAM -9.4, M4 PAM -1.2, M4 ag 0.0, CHO-K1 Ca antag -5.0, M1 ag parental 0.6, M5 antag -1.7 and CHRM5 agonist -4.8.
Screening Cc1cc(OC(=O)c2cc(F)c(F)cc2Cl)nc(C)n1 returned M4 antag 9.2, CHO-K1 Ca PAM 18.5, M5 PAM 4.3, M4 PAM -2.5, M4 ag 0.4, CHO-K1 Ca antag -12.0, M1 ag parental 0.6, M5 antag -5.5 and CHRM5 agonist 2.5.
CCCCC[n+]1ccn(C2=C([O-])c3ccccc3C(=O)/C2=N\S(=O)(=O)c2ccccc2)c1 was read as M4 antag -1.8, CHO-K1 Ca PAM 5.2, M5 PAM -1.9, M4 PAM -0.5, M4 ag 0.4, CHO-K1 Ca antag 6.6, M1 ag parental 0.2, M5 antag 6.9 and CHRM5 agonist -2.2.
For COc1ccc(N2CCN(C(=O)CSc3nc4cc(OC)c(OC)cc4cc3C#N)CC2)cc1 the results were M4 antag 7.7, CHO-K1 Ca PAM 18.1, M5 PAM 3.5, M4 PAM -3.7, M4 ag 0.7, CHO-K1 Ca antag -3.7, M1 ag parental 3.8, M5 antag 2.8 and CHRM5 agonist -2.6.
Cc1ccc(NC(=O)CN2CCc3ccccc3C2)cc1C was read as M4 antag 1.4, CHO-K1 Ca PAM 1.9, M5 PAM -1.6, M4 PAM 0.6, M4 ag -1.4, CHO-K1 Ca antag 9.4, M1 ag parental 13.7, M5 antag 1.4 and CHRM5 agonist -1.8.
Screening COc1ccc(OC)c(CN2CCSCC2)c1 returned M4 antag -7.6, CHO-K1 Ca PAM 11.8, M5 PAM 4.8, M4 PAM -3.1, M4 ag -0.3, CHO-K1 Ca antag -6.0, M1 ag parental 0.3, M5 antag 7.2 and CHRM5 agonist -3.8.
Screening Cc1ccc(S(=O)(=O)N2CCN(C(=O)COC(=O)C3CC3C)CC2)c(C)c1 (centres undefined) returned M4 antag 2.0, CHO-K1 Ca PAM 3.2, M5 PAM -7.5, M4 PAM 3.2, M4 ag 2.8, CHO-K1 Ca antag -16.4, M1 ag parental 3.3, M5 antag 17.0 and CHRM5 agonist 1.4.
`COc1ccc2oc(=O)c(/C(C)=N/Nc3ccccc3)cc2c1` gave M4 antag -4.5, CHO-K1 Ca PAM 8.4, M5 PAM 8.8, M4 PAM 12.4, M4 ag -0.7, CHO-K1 Ca antag -9.4, M1 ag parental 0.0, M5 antag -5.2 and CHRM5 agonist 0.6.
Screening Cn1c(=O)c2sccc2n2c(CCCC(=O)N3CCCCC3)nnc12 returned M4 antag -5.3, CHO-K1 Ca PAM 7.3, M5 PAM 2.9, M4 PAM 0.8, M4 ag 1.5, CHO-K1 Ca antag -2.1, M1 ag parental 1.0, M5 antag 0.2 and CHRM5 agonist -1.1.
`Cc1nc2ccccc2n1CC(=O)NCCN1CCOCC1` gave M4 antag 32.3*, CHO-K1 Ca PAM -5.1, M5 PAM 0.8, M4 PAM 28.0, M4 ag 1.2, CHO-K1 Ca antag 10.2, M1 ag parental 0.3, M5 antag -0.4 and CHRM5 agonist 1.0.
Screening O=c1cc(-c2ccccc2)cc(-c2ccccc2)n1CCO returned M4 antag 1.3, CHO-K1 Ca PAM 16.3, M5 PAM -5.9, M4 PAM -5.0, M4 ag 0.8, CHO-K1 Ca antag -12.2, M1 ag parental 1.1, M5 antag 9.8 and CHRM5 agonist -6.0.
Fc1cccc(Cl)c1Cn1nnc(-c2ccc(N3CCOCC3)cc2)n1 was read as M4 antag 13.0, CHO-K1 Ca PAM 9.5, M5 PAM -10.7, M4 PAM -6.0, M4 ag 0.0, CHO-K1 Ca antag -10.8, M1 ag parental 0.4, M5 antag 9.7 and CHRM5 agonist -5.8.
